Epigenetic mod: qHTS Assay for Epigenetic Modulators | actives 0.09% (n = 68,000) | mouse C127i GFP locus derepression, cytometry, 30 h | Potency, µM (series often up to 46.1 µM), inactives show at the highest dose GFP derepression (activation); also: % of control where 0% means no effect
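Locus derepression in mouse mammary C127i cells whose integrated CMV-GFP reporter is normally silent; GFP expression after 30 h compound treatment was quantified by counting fluorescent cells.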
Ub-GFP proteasome: Ubiquitin-GFP Assay | Potency, µM (top dose mostly 45.9 µM), for the others: at the top dose activation (GFP accumulation), hits mostly activators | 67,000 tested, under 10 active | Ubiquitin-GFP reporter cells, proteasome inhibition, GFP fluorescence; response scale: untreated = 0%, 10 µM MG-132 = 100% | AID 526, 2006; active = well fitted activation curve with a large enough effect, not every such curve was filed as active; inconclusive = small, poorly fitted or top-dose-only effect, or another doubt; inactive = no such curve, though single readings can be large or run the other way; also: potency is read from the fitted curve at half-maximal effect
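Proteasome blockade was scored as a rise in GFP-expressing U2OS cells carrying a ubiquitin(G76V)-GFP construct, imaged after 4 hr compound treatment at 37 °C across a 46 uM–2.9 nM series.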
Fluorescein autfl: qHTS Assay for Spectroscopic Profiling in Fluorescein Spectral Region | Compound autofluorescence, 480/540 nm, fluorescein-equivalent; active compounds read high | max fluorescein-equivalent concentration, M | actives 0.91% (n = 59,000); in the data active = max fluorescein-equivalent concentration above about 10 nM; inconclusive = between about 1.1 nM and that limit
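Each compound is tested across a concentration series in 100 mM Tris buffer at pH 8.0. After 15 min at room temperature, plates are imaged with 480 nm excitation and 540 nm emission filters, and intensities are converted to fluorescein-equivalent values.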
BRCT inh red: qHTS Assay for Inhibitors of BRCT-Phosphoprotein Interaction (Red Fluorophore); BRCT-phosphopeptide binding, red fluorescence polarization; Potency, µM (top dose mostly 76.9 µM), without a hit: at the highest dose activity change, negative = inhibition, most hits filed as inhibitors; actives 0.03% (n = 75,000); AID 892, 2007; also: % is scaled to controls: 0 for no effect and ±100 for the full control effect
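Fluorescence polarization: 100 nM His-tagged BRCA1 BRCT with 100 nM TAMRA-labelled phospho-BACH1 decapeptide, phosphate buffer pH 7.3 with 150 mM NaCl, DTT, 0.01% Tween 20; 12 min RT. Binding inhibition seen as FP decrease.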
Caspase-7 inhib: qHTS Assay for Allosteric/Competitive Inhibitors of Caspase-7 | actives 0.02% (n = 75,000) | AID 889, 2007 | Potency, µM (highest dose often 57.5 µM), for inactives: at the top dose activity change, negative = inhibition, actives largely listed as inhibitors | recombinant caspase-7, Ac-DEVD-AFC fluorescence rate; active = well fitted inhibition curve with a large enough effect in the main read-out, with a control signal flat, not every such curve was filed as active; inconclusive = small, poorly fitted or top-dose-only effect, or a change in a side signal; also: potency is read from the fitted curve at half-maximal effect; % of control where 0% means no effect
BRCT PPI green: qHTS Assay for Inhibitors of BRCT-Phosphoprotein Interaction (Green Fluorophore) | Breast cancer type 1 susceptibility protein (Homo sapiens), P38398 | AID 875, 2007 | BRCA1 BRCT-phosphopeptide binding, green fluorescence polarization | Potency, µM (titrated, usually from 76.9 µM), without a hit: at the top dose activity change, negative = inhibition, actives largely listed as inhibitors | actives 0.05% (n = 75,000);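 also: potency is read from the fitted curve at half-maximal effect; plate controls were peptide without protein for full effect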
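Compounds were incubated for 12 min at room temperature with a complex of 100 nM fluorescein-tagged pBACH1 decapeptide and 250 nM His-tagged BRCT protein. Buffer was phosphate pH 7.3 with EDTA, DTT and Tween 20. Disruption of binding lowers the polarization signal.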
A350 fluor: qHTS Assay for Spectroscopic Profiling in A350 Spectral Region. Compound autofluorescence, 340/450 nm, Alexa 350 dye-equivalents; active compounds read high. max dye-equivalent concentration, M. actives 11% (n = 59,000); in the data active = max dye-equivalent concentration above about 10 nM; inconclusive = mostly about 1.1 nM to 9.6 nM
HEK293 cAMP cs: qHTS Assay for Agonists of the Thyroid Stimulating Hormone Receptor: Activators of Intracellular cAMP Concentrations in Parental HEK 293 | parental HEK293 CNG cAMP sensor, membrane potential fluorescence | Potency, µM (series often up to 57.1 µM), for the others: top-dose activation, usual class: activators | actives 2.5% (n = 73,000); also: potency is read from the fitted curve at half-maximal effect; % of control where 0% means no effect; nearly all actives have a fitted effect of over 55% in size
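Parental HEK 293 cells stably expressing a modified CNG channel (no TSHR) report cAMP rise as membrane depolarization. Membrane potential dye with 100 uM RO 20-1724 was loaded for 60 min at room temperature, then compound added for 30 min; fluorescence read at 590 nm.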
USP2a inhib: qHTS Assay for Inhibitors of Ubiquitin-specific Protease USP2a | actives 0.1% (n = 60,000) | Potency, µM (highest dose often 38.3 µM), for the others: at the highest dose activity change, negative = inhibition, most hits filed as inhibitors | AID 927, 2007 | USP2a enzymatic assay, qHTS inhibition | Ubiquitin carboxyl-terminal hydrolase 2 (Homo sapiens), O75604;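 also: potency is read from the fitted curve at half-maximal effect; nearly all actives have a fitted effect of over 60% in size; plate controls were DMSO for no effect and NEM full inhibition control for full effect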
Target sequence (O75604 whole entry, looked up): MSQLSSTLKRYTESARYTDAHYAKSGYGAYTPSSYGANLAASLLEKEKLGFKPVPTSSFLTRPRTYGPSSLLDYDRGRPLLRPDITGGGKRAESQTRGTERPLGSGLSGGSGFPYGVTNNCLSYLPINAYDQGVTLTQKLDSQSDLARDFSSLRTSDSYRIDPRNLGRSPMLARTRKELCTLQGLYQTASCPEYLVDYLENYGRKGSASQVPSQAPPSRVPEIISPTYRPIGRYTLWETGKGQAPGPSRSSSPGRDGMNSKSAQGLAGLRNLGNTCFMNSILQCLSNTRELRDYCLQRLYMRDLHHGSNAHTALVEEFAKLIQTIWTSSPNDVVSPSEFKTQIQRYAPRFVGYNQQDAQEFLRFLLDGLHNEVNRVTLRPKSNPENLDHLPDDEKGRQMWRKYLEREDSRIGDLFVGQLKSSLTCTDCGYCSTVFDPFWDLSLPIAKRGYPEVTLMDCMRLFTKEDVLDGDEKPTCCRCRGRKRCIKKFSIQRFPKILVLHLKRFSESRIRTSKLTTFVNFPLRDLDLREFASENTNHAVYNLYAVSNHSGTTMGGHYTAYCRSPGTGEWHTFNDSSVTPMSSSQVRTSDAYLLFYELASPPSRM
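Inhibition is measured in a cell-free coupled assay with 20 nM USP2 core, 20 nM Ub-PLA2 and 20 uM NBD C6-HPC, 2.5 h incubation. Activity normalized to NEM control.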
4-MU autofl: qHTS Assay for Spectroscopic Profiling in 4-MU Spectral Region; compound autofluorescence, 340/450 nm, 4-MU equivalents; active compounds read high; max dye-equivalent concentration, M; actives 11% (n = 59,000); AID 589, 2007; in the data active = max dye-equivalent concentration above about 10 nM; inconclusive = mostly about 1.1 nM to 9.6 nM
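Compounds in 100 mM Tris, pH 8.0, incubated 15 min at room temperature, then fluorescence read at 340 nm excitation/450 nm emission. Signal converted to 4-MU dye-equivalent concentration using an on-plate six-point 4-MU standard curve.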
Caspase-1 inhib: qHTS Assay for Allosteric/Competitive Inhibitors of Caspase-1 | actives 0.03% (n = 75,000) | Potency, µM (top dose mostly 57.5 µM), inactives show at the top dose activity change, negative = inhibition, usual class: inhibitors | Caspase-1 enzyme, Ac-WEHD-AFC fluorogenic rate | P29466;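 also: potency is read from the fitted curve at half-maximal effect; plate controls were vehicle for no effect and no substrate for full effect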
Target sequence (P29466 120-297 limits assumed): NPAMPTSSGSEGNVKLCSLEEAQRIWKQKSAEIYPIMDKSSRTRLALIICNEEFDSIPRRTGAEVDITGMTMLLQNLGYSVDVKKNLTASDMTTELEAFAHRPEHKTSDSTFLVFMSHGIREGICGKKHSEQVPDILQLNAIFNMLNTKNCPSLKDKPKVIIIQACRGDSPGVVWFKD
Target sequence (P29466 317-404 limits assumed): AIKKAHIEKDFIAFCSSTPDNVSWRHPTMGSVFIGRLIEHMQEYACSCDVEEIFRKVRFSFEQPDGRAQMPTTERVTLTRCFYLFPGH
Numbers without * were called inactive; i = inactive; ? = inconclusive; . = no result given; [ ] = another dose, or the depositor's remark. Unless noted, calls follow the shape of the dose curve; as a rule, active = well fitted curve in the direction sought with a large enough effect; inconclusive = small, poorly fitted or top-dose-only effect, or another doubt; inactive = no such curve, though single readings can be large; an effect the other way counts as inactive or inconclusive. An excerpt; count on the stated rates, not on these rows.

SMILES	Epigenetic mod	Ub-GFP proteasome	Fluorescein autfl	BRCT inh red	Caspase-7 inhib	BRCT PPI green	A350 fluor	HEK293 cAMP cs	USP2a inhib	4-MU autofl	Caspase-1 inhib
O=C(Nc1ccc2c(c1)OCO2)c1cccc2c1C(=O)N(C1CCCCC1)C2	-2%	-17%	i	-2.1%	-7%	-3.0%	2e-08M*	19%	7%	?	-1%
O=C1C2C3C=CC(C3)C2C(=O)N1c1ccccc1 (stereo not drawn)	-4%	5%	.	-0.3%	-3%	-0.9%	.	11%	-5%	.	-2%
CCn1cnc2scc(-c3ccccc3)c2c1=O	0%	-2%	i	0.3%	0%	-3.5%	i	?	25%	i	-1%
CC(NC(=O)c1ccccc1)C(=O)NC1=NCCS1 (stereo not drawn)	-2%	2%	?	-0.2%	1%	-1.2%	i	-5%	-2%	i	-1%
CC(=O)NC1C(O)C[C@@](O)(C(=O)O)OC1[C@@H](O)C(O)CO (stereo partly drawn)	.	.	.	1.0%	0%	-1.4%	.	.	-2%	.	-1%
COc1ccc(C2CC(=O)C3=C(C2)Nc2ncnn2C3c2ccccc2)cc1 (stereo not drawn)	0%	11%	i	1.1%	-2%	1.0%	8e-08M*	1%	5%	9.8e-08M*	-3%
COCc1c(C(=O)OCC(=O)c2c(N)n(CC(C)C)c(=O)n(C)c2=O)oc2ccccc12	-2%	2%	?	0.5%	0%	0.3%	i	?	36%[activator]	i	-4%
COc1cc(-c2n[nH]c(=O)o2)cc(OC)c1OC	-2%	-10%	i	0.2%	-1%	-1.4%	i	10%	-8%	i	2%
COc1cccc(-c2nc(-c3ccccn3)no2)c1OC	-3%	-8%	?	-3.1%	-1%	-1.7%	i	2%	5%	i	0%
Cn1c(=O)c2c(nc(N3CCCCCC3)n2CC(O)COc2ccc(Cl)cc2)n(C)c1=O (stereo not drawn)	-2%	.	?	0.3%	0%	-2.1%	4.9e-08M*	-35%[inhibitor]	10%	3.8e-08M*	-3%
Cn1cccc1C(=O)N1CCC[C@@]2(CCN(c3ccncc3)C2)C1	-2%[9.22 µM]	-7%	i	-0.2%	1%	-1.0%	i	5µM*	0%	i	-2%
CCOC(=O)c1ccc(-c2ccc(C(=O)Nc3cccnc3)o2)cc1	4%	19%	.	0.3%	-1%	0.6%	.	12%	38%[activator]	.	-3%
S=C(c1ccc(-c2ccc(Cl)c(Cl)c2)o1)N1CCOCC1	6%	-20%	.	0.4%	-5%	1.1%	.	17%	34%[activator]	.	-5%
CCOC(=O)Cn1c(=O)oc2cc(S(=O)(=O)N3CCCc4ccccc43)ccc21	.	4%	.	-1.8%	-3%	-0.4%	.	-4%	.	.	-7%
Cc1cccc(CNc2cc(-c3ccccc3CN(C)C)ncn2)c1	-3%[9.22 µM]	2%	?	0.2%	0%	0.5%	i	29%	-1%	i	2%
CCOC(=O)CC1=C(C#N)C(c2cccnc2)C(C(=O)OCC)=C(N)O1 (stereo not drawn)	2%	-3%	i	-0.2%	-2%	-2.0%	i	5%	4%	i	-1%
COc1ccc(C2C(C(=O)N3CCN(c4ccccn4)CC3)CC(=O)N2c2ccc(OC)cc2)cc1 (stereo not drawn)	4%	6%	i	-1.8%	-3%	-0.4%	i	3%	11%	i	1%
Cc1cccc(CNc2nc(-c3cccnc3)nc3ccccc23)c1	-6%[9.22 µM]	4%	?	-3.6%	0%	5.6%	i	?	?	i	-2%
CCOC(=O)c1[nH]c2ccc(OCC)cc2c1NC(=O)CN1CCN(c2ccccn2)CC1	5%	4%	i	-1.1%	-3%	-2.5%	5.7e-08M*	-13%	31%[activator]	4.1e-08M*	-5%
Cc1cc(N(C(=O)c2ccco2)C(C(=O)NC2CCCCC2)c2ccccc2)ccc1-n1cnnn1 (stereo not drawn)	1%	1%	?	-1.6%	1%	-0.4%	i	14%	31%[activator]	i	0%
O=C(NCCCN1CCN(c2cccc(Cl)c2)CC1)C1CCC(=O)N1Cc1ccccc1Cl (stereo not drawn)	3%	13%	i	0.8%	2%	-0.3%	i	?	34%[activator]	i	1%
Cc1ccc(-c2cc(C(=O)Nc3cc(C)ccc3C)[nH]n2)c(O)c1	4%	26%	?	0.9%	0%	-1.9%	i	1%	-6%	i	3%
CCn1c(COc2ccc(C)cc2)nnc1SCC(=O)Nc1cc(OC)ccc1OC	-2%	-1%	?	-1.7%	-1%	3.0%	i	29%	2%	i	-3%
CC(=O)NC(Cc1ccc(F)cc1)C(=O)N1CCN(C(=O)NCc2ccccc2)CC1 (stereo not drawn)	-5%	3%	?	-1.5%	2%	-1.2%	i	6%	6%	i	4%
CC(C)[C@H](NC(=O)NC1CCCC1)C(=O)O	9%	-5%	i	0.2%	1%	1.8%	i	24%	-1%	i	0%
COc1ccc(S(=O)(=O)N(CC(=O)N2CCN(C)CC2)C2CCCCC2)cc1OC	3%	1%	i	-1.8%	2%	-1.3%	i	8%	1%	i	2%
COc1ccc(-n2c(SCC(=O)Nc3cc(C)on3)nc3ccc(O)cc3c2=O)cc1OC	0%	4%	?	3.9%	0%	13%	?	3%	43%[activator]	?	0%
O=C(CSc1nc(O)c(Cc2ccccc2)c(=O)[nH]1)Nc1ccccc1	-2%	-3%	.	-0.4%	-1%	-2.5%	.	-1%	9%	.	-3%
Cn1c(CCN2CCCCCC2)nc2cc(NC(=O)Nc3ccccc3)ccc21	3%	-2%	i	-1.4%	1%	-0.9%	i	2%	-5%	i	0%
Cc1c(C(=O)O)c(-c2ccccc2)nn1-c1ccccc1	-1%	3%	.	-0.1%	0%	-0.7%	.	0%	-5%	.	1%
Cn1ncc2c1ncn1nc(CCc3ccccc3)nc21	0%	.	i	-1.5%	-1%	-2.0%	1.1e-08M*	1%	5%	?	0%
O=C(Cn1ncc2c1-c1ccccc1OC2)Nc1ccc(Cl)cn1	5%	22%	.	-0.6%	-2%	0.9%	.	10%	.	.	-2%
COc1cccc(-c2cc(C(=O)Nc3cc(C)n(Cc4ccc(Cl)cc4)n3)no2)c1	2%	-9%	i	-1.1%	0%	-1.1%	i	10%	0%	i	0%
Cc1ccccc1C(=O)NCCN=C1NS(=O)(=O)c2ccccc21	2%	2%	.	-0.1%	0%	-1.4%	.	3%	.	.	0%
COc1ccc(-c2csc(NC(C)=O)n2)cc1OC	2%	-7%	?	-0.3%	1%	-2.3%	i	5%	-8%	i	-2%
O=C(C1CC1)N1CCc2cc(Br)cc(S(=O)(=O)N3CCOCC3)c21	0%	-2%	i	-0.4%	-1%	3.2%	i	25%	10%	i	1%
C[C@@H]1NC(=O)[C@@H](C)COC(=O)[C@H](C)NC(=O)[C@@H](C)COC1=O	.	.	.	1.4%[15.4 µM]	1%[11.5 µM]	-2.3%[15.4 µM]	.	3%[11.4 µM]	.	.	0%[11.5 µM]
CCOC(=O)C1=C(C)NC(=O)NC1c1ccc(N(C)C)cc1 (stereo not drawn)	.	6%	.	0.2%	0%	-1.1%	.	4%	.	.	-3%
CC1CCC(N2CCN(S(C)(=O)=O)CC2)CC1 (stereo not drawn)	-1%	1%	?	-2.5%	0%	-0.7%	i	7%	-5%	i	1%
CC(CC(=O)O)NCC1COc2ccccc2O1 (stereo not drawn)	1%	-2%	?	1.3%	0%	-1.3%	i	-10%	-1%	i	2%
O=C(O)C1CCCN1S(=O)(=O)c1ccc(Br)s1 (stereo not drawn) (tested in a mixture with another compound)	4%	-2%	i	-1.2%	0%	-1.1%	i	1%	-7%	i	-1%
O=C(O)c1ccc(CSc2ncn[nH]2)cc1	10%	1%	i	1.0%	-1%	0.0%	?	3%	0%	i	2%
N#Cc1c(N)nc2c(c1-c1ccccc1)CCCC2	.	.	.	-1.1%	-2%	-0.6%	.	26%	.	.	0%
Cc1ccc(NC(=O)CCNS(=O)(=O)c2ccc3c(c2)oc(=O)n3C)cc1	0%	3%	?	-0.5%	-3%	-8.3%	i	-2%	39%[activator]	i	0%

3 structures from above, sorted by number of heavy atoms, rising:
SMILES	Epigenetic mod	Ub-GFP proteasome	Fluorescein autfl	BRCT inh red	Caspase-7 inhib	BRCT PPI green	A350 fluor	HEK293 cAMP cs	USP2a inhib	4-MU autofl	Caspase-1 inhib
O=C(O)c1ccc(CSc2ncn[nH]2)cc1	10%	1%	i	1.0%	-1%	0.0%	?	3%	0%	i	2%
CC1CCC(N2CCN(S(C)(=O)=O)CC2)CC1 (stereo not drawn)	-1%	1%	?	-2.5%	0%	-0.7%	i	7%	-5%	i	1%
N#Cc1c(N)nc2c(c1-c1ccccc1)CCCC2	.	.	.	-1.1%	-2%	-0.6%	.	26%	.	.	0%
